# SMARCA2 activ: increases SMARCA2 function in MMTV reporter cells | hit rate 1% among 370,000 | activation, % at 9.1 µM | AID 652017 | MG213 cells, MMTV-luciferase reporter, dexamethasone, overnight; in the data active means activation above about 7.8%;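 further: 0% = vehicle wells and 100% = reference activator wells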
# hcDAF-12 act: H. contortus DAF-12 activation, primary screen; HEK293 hcDAF-12 lit1-tk-luc reporter, luminescence; 0% DMSO, 100% Δ7-dafachronic acid; activation, % at 6.8 µM; hit rate 1.4% among 370,000; AID 652067;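 active means activation above the mean of all tested compounds plus 3 SD, cut at about 5.5% in these data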;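 further: 100% = response to 3 µM Δ7-dafachronic acid high control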
# PG9 binder: small molecules binding HIV-1 gp120 antibody PG9 | TR-FRET gp120-PG9 antibody binding | inhibition, % at 6.7 µM | hit rate 0.43% among 360,000; in the data active means inhibition above about 8.5%
# DAX1 inh-1: inhibitors of human orphan nuclear receptor DAX1 (NR0B1) | P51843 | hit rate 0.99% among 340,000 | HEK293 Gal4-DAX1 luciferase reporter, luminescence | AID 504766 | inhibition, % at 6.75 µM;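 active means inhibition above the mean over all tested compounds plus 3 SD, cut at about 4.2% in these data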;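 further: 0% = DAX1-transfected cells with DMSO and 100% = empty-vector control cells with DMSO; inhibition shows as a rise in luminescence from relieved DAX1 repression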
# sPLA2-III inh: Blocks human group III sPLA2 activity | Q9NZ20 | QFRET BODIPY PC-A2 liposome hydrolysis, fluorescence | inhibition, % at 12.2 µM | hit rate 0.56% among 370,000 | AID 743126;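 active means inhibition above mean plus 3 SD of compounds lying within the high and low control bounds, cut at about 19% in these data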;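 further: 0% = median of test compound wells and 100% = no enzyme DMSO wells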
# DAX1 inh-2: inhibitors of DAX1 repression of SF-1 activated StAR promoter | AID 652010 | inhibition, % at 6.8 µM | hit rate 1.1% among 370,000 | HEK293T StAR-luciferase reporter, SF-1/DAX-1 repression relief;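 active means inhibition above the mean over all tested compounds plus 3 SD, cut at about 3.6% in these data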;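 further: 0% = DAX-1 cells with DMSO and 100% = cells lacking DAX-1 with DMSO; higher inhibition means more luminescence from relief of DAX-1 repression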
# hgDAF-12 ag: activates the H. glycines DAF-12 receptor ligand-binding domain | HEK293 GAL4-hgDAF12 UAS-luciferase reporter, agonist luminescence; normalized to butyrate control | activation, % at 6.8 µM | hit rate 1.8% among 370,000 | AID 687014;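 active means activation above a cutoff set at the mean of all screened compounds plus 3 SD, cut at about 10% in these data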;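 further: 0% = DMSO wells and 100% = sodium butyrate wells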
# PLCb3 inh: blocks human PLC-beta3 enzyme activity; Q01970; Purified PLC-beta3, fluorogenic substrate, fluorescence; inhibition, % at 12.2 µM; hit rate 0.18% among 370,000; in the data active means inhibition above about 11%;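 further: 0% = median of compound wells on plate and 100% = full blocker control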
# Target sequence (Q01970 whole entry, looked up): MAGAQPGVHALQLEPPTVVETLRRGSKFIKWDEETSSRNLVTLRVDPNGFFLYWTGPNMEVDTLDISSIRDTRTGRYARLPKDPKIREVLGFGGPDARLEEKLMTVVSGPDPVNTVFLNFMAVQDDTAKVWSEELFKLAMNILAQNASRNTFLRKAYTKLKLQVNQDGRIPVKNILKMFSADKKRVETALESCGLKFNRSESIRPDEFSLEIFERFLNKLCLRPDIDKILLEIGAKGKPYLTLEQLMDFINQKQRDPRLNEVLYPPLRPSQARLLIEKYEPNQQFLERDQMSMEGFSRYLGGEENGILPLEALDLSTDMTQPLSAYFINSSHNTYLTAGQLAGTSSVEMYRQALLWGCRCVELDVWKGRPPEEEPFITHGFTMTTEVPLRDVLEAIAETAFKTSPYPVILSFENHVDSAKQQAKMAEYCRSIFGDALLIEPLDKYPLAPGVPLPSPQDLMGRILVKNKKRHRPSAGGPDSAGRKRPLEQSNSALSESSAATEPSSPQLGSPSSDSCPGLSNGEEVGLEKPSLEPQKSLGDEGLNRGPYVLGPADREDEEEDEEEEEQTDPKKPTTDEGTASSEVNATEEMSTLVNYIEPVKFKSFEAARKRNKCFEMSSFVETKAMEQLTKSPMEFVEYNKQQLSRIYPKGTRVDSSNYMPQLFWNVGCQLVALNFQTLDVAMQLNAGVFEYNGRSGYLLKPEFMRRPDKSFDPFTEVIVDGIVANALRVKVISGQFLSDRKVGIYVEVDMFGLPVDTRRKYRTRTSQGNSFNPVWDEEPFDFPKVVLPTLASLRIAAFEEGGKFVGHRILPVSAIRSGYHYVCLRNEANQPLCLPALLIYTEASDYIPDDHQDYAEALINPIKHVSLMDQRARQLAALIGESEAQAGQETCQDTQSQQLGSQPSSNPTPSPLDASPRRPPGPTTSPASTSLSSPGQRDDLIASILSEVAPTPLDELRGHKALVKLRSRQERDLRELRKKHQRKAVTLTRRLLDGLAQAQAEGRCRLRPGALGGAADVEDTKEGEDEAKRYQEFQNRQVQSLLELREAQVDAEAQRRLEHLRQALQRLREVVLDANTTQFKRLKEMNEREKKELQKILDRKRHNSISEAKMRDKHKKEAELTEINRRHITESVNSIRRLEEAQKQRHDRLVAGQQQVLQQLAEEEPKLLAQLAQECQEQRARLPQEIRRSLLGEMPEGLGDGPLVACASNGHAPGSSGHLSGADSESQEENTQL
# Rev-erbA mod: modulates human Rev-erb alpha binding to DNA. P20393. Rev-erbα–FITC-DNA binding, fluorescence polarization, 90 min. activity, % at 10 µM. hit rate 0.79% among 370,000;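 active means activity above about 14%, limit read from the data; passing the limit was not always enough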;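 further: 0% = DMSO wells with 35 nM protein and 100% = DMSO wells with 750 nM protein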
# ssDAF-12 act: activates DAF-12 receptor from parasite S. stercoralis | activation, % at 6.8 µM | HEK293 ssDAF-12/GRIP1 lit1-tk-luc reporter, luminescence; % of 3 µM dafachronic acid response | hit rate 1% among 370,000;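 active means activation above the mean over all tested compounds plus 3 SD, cut at about 0.9% in these data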;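 further: 0% = DMSO-only wells and 100% = 3 µM delta7-dafachronic acid wells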
# GAA850 FXN act: increases GAA850 frataxin promoter reporter activity; activation, % at 6 µM; HEK293 lucGAA850 FXN promoter luciferase reporter, 24 h; percent of 10 µM SAHA response; hit rate 0.56% among 360,000;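 active means activation above the average of all compounds screened plus 3 SD, cutoff fixed separately per campaign, cut at about 7.5% in these data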;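 further: 0% = DMSO wells and 100% = 10 µM SAHA wells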
# * marks the source's active call; other numbers are inactive results; . = no result given. Compounds were not picked by outcome; any-hit rate near 7%.
SMILES,SMARCA2 activ,hcDAF-12 act,PG9 binder,DAX1 inh-1,sPLA2-III inh,DAX1 inh-2,hgDAF-12 ag,PLCb3 inh,Rev-erbA mod,ssDAF-12 act,GAA850 FXN act
CCCC[C@H]1C2CC(OC(=O)Nc3cc(C)cc(C)c3)C(C2)[C@H]2CCCCN21 (some centres undefined),-5,-1.6,.,.,0,-0.3,6.8,1,2,-1.5,.
Cn1c(=O)c2c(ncn2CC(=O)Nc2nc(-c3ccccc3Cl)cs2)n(C)c1=O,-4,0.5,0.5,-0.5,10,-0.5,-0.2,-2,-5,-0.6,1.1
CC(C)c1ccccc1OCC(O)CN1CCN(S(=O)(=O)c2ccc([N+](=O)[O-])cc2)CC1 (centres undefined),-5,-2.5,-1.9,-1.2,-9,-0.3,-3.8,-4,-8,-1.4,2.6
CN(CC(=O)Nc1ccc(F)c(F)c1F)C(=O)C1CCCN1C(=O)c1cccs1 (centres undefined),2,-1.2,1.7,0.9,3,-0.7,0.1,2,-1,-0.2,-1.6
CCNc1c(NC(=O)COc2ccc(Cl)cc2)c(=O)oc2ccccc12,-5,2.2,-0.7,0.1,8,-0.5,0.3,-6,-1,-0.1,-0.1
CCOc1ccc(-n2c(SCc3ccc([N+](=O)[O-])cc3)nnc2-c2ccc(OC)cc2)cc1,-2,-5.2,0.0,-1.6,-10,-0.7,0.0,1,-3,-2.0,1.4
O=C(C1=NN[C@@H]2C(=O)N(Cc3ccccc3)C(=O)[C@H]12)c1ccc([N+](=O)[O-])cc1,-5,0.0,-0.2,0.9,3,-0.2,0.6,-6,16*,-0.8,1.0
O=C(CSc1nc(O)cc(=O)n1-c1ccccc1)NCc1ccccc1,0,-1.9,-0.4,1.1,-3,-0.5,0.7,1,-5,-0.7,0.5
Cc1ccc(N2C(=O)c3ccccc3C2=O)nc1,-4,0.4,-0.1,0.0,-4,-0.1,2.4,-5,5,-0.8,0.7
CC1(C)Cc2c(sc(NC(=O)COc3ccc(Cl)cc3Cl)c2C(N)=O)C(C)(C)N1,0,-2.0,1.0,-1.3,-3,0.7,0.1,-1,12,-0.8,-1.3
O=C(Oc1cccnc1)c1cc2ccccc2oc1=O,-1,-1.7,1.0,3.2,5,0.1,2.9,-3,3,-0.9,1.1
Nc1cc2nsnc2cc1Br,-5,-2.2,-34,-2.6,0,-1.6,-4.9,-73,-13,-1.4,1.9
Cn1c(SCC2CCCCC2)nnc1-c1ccncc1,-3,-0.1,0.0,1.1,2,-0.1,0.9,3,-3,-0.6,0.8
CCN(CC)S(=O)(=O)c1ccc(N2CCCC2)c(NC(=O)c2ccc(OC)cc2OC)c1,-3,-0.9,-1.4,-0.8,-7,-1.0,-2.6,-10,-6,-1.9,1.0
CN(C)S(=O)(=O)Nc1cc(Cl)cc(Cl)c1,2,-0.4,-2.3,0.0,-6,-0.9,-0.7,-3,3,-0.8,0.1
O=C(NC1CCN(C(=O)NC2CCCCC2)CC1)c1cccc(F)c1,-4,0.2,0.6,0.2,3,0.0,0.0,-4,10,-0.3,-0.4
CC(C)c1nc2ccccn2c1NC1CCCCC1,-1,-1.8,1.3,0.6,9,0.1,-0.7,-158,3,-1.5,0.8
O=C(CN1C(=O)c2ccccc2C1=O)NCCc1c[nH]c2ccc(Cl)cc12,0,2.7,0.2,-0.8,-45,0.5,1.2,-1,-2,-1.4,0.6
CC1(C)Cc2nc3sc4c(NCCO)ncnc4c3cc2CS1,2,-0.6,-0.5,1.4,2,0.1,1.0,-91,1,-0.4,4.5
COc1ccc(C2=NOC(C(=O)Nc3ccc4c(c3)OCCO4)C2)c(OC)c1 (centres undefined),0,-1.6,0.3,-0.7,-3,-0.7,0.8,-4,0,-0.9,-0.4
O=C1/C(=C\c2ccco2)SC(=S)N1c1ccccc1,1,0.4,-2.0,0.3,-1,-0.7,6.3,-6,-8,-0.7,6.3
CCN(CC)C(=O)C(=O)Nc1ccc(OC)c(Cl)c1,2,1.5,0.8,-0.3,3,0.8,3.7,0,1,-1.2,0.5
O=C(NCc1ccccc1Cl)C1CCC(CNc2c(N3CCCCC3)c(=O)c2=O)CC1 (centres undefined),2,-0.6,2.0,0.3,0,0.7,3.1,7,-5,-0.4,1.7
O=S(=O)(NCC1CCCO1)c1cnc(Cl)c(Br)c1 (centres undefined),-2,-0.7,0.5,-0.1,1,0.3,0.8,0,7,-0.8,0.1
Cc1cccc(C)c1NC(=O)C1(C)CCC(=O)N1CCCn1ccnc1 (centres undefined),-3,-0.4,-0.2,.,9,-1.1,3.9,1,2,-0.2,.

# Single records, as listed above.
# CCNc1c(NC(=O)COc2ccc(Cl)cc2)c(=O)oc2ccccc12 as listed: SMARCA2 activ = -5; hcDAF-12 act = 2.2; PG9 binder = -0.7; DAX1 inh-1 = 0.1; sPLA2-III inh = 8; DAX1 inh-2 = -0.5; hgDAF-12 ag = 0.3; PLCb3 inh = -6; Rev-erbA mod = -1; ssDAF-12 act = -0.1; GAA850 FXN act = -0.1
# CC1(C)Cc2nc3sc4c(NCCO)ncnc4c3cc2CS1 as listed: SMARCA2 activ = 2; hcDAF-12 act = -0.6; PG9 binder = -0.5; DAX1 inh-1 = 1.4; sPLA2-III inh = 2; DAX1 inh-2 = 0.1; hgDAF-12 ag = 1.0; PLCb3 inh = -91; Rev-erbA mod = 1; ssDAF-12 act = -0.4; GAA850 FXN act = 4.5

# Remaining list, next part.
SMILES,SMARCA2 activ,hcDAF-12 act,PG9 binder,DAX1 inh-1,sPLA2-III inh,DAX1 inh-2,hgDAF-12 ag,PLCb3 inh,Rev-erbA mod,ssDAF-12 act,GAA850 FXN act
CCN1C(=O)/C(=C/c2cccs2)SC1=Nc1ccc(OC)cc1,1,-2.0,0.8,-0.6,6,0.1,-0.9,2,3,-0.9,3.7
Cc1cccc(N2C(=O)CS/C2=N\NC(=O)c2ccc(Br)cc2)c1C,-1,0.8,0.6,1.0,-1,1.2,1.1,0,-1,-1.0,3.5
Cc1c(Cl)cccc1NC(=O)CCC(=O)NNC(=O)c1ccccc1,-2,0.3,1.4,-0.7,14,-0.1,-4.3,0,-4,-0.9,3.2
N#Cc1ccc(OCC(=O)N2CCc3ccccc32)cc1,5,2.6,0.3,0.6,0,2.2,4.6,-1,0,-1.2,2.5
COc1ccc(C(=O)Nc2cc(C)on2)cc1S(=O)(=O)N1CC(c2ccccc2)CC1=O (centres undefined),1,-1.4,0.8,.,6,0.3,-6.0,-2,4,-0.8,1.0
CS(=O)(=O)c1ccc(Cl)c(NC(=O)COC(=O)CNC(=O)c2cccs2)c1,-2,-0.6,-1.4,-0.3,3,-0.2,2.5,-5,3,-1.3,0.2
CN(C(=O)COC(=O)c1c2c(nc3ccccc13)/C(=C/c1cccc([N+](=O)[O-])c1)CCC2)C1CCS(=O)(=O)C1 (centres undefined),-5,-0.6,-0.5,0.5,-3,-0.4,4.2,0,3,-0.7,-0.5
Cc1csc(NC(=O)C2CCN(S(=O)(=O)c3cccs3)CC2)n1,2,-2.8,0.6,-1.0,-5,-0.8,1.4,-2,5,-2.1,-2.0
CC(OC(=O)CC1CCCC1)C(=O)Nc1ccc(Cl)cn1 (centres undefined),-1,0.6,-0.1,-1.1,6,2.5,1.1,-12,3,-1.0,2.6
Cc1ccc(N2C(=O)NC(NC(=O)C3CC3)(C(F)(F)F)C2=O)cc1 (centres undefined),-1,-0.5,0.3,1.4,8,-0.3,-1.0,-1,6,-0.6,1.9
O=[N+]([O-])c1cccc2c(N3CCOCC3)ccnc12,-5,-1.6,-2.7,-1.6,17,-2.7,-2.1,-2,.,-1.5,2.1
CSc1ncccc1C(=O)N1CCN(C(=O)c2ccccc2)CC1,-2,-2.0,0.1,-0.2,3,-0.1,0.9,-4,-1,-1.0,0.9
CCOC(=O)N(Cc1ccccc1)Cc1ccc(C(=O)N[C@@H](Cc2ccccc2)C(=O)O)cc1,0,-0.8,1.0,6.5*,4,0.3,1.9,-10,-6,-1.7,0.6
CCc1nc(SCC(=O)Nc2cccc(C(F)(F)F)c2)c2c(=O)n(C)c(=O)n(C)c2n1,1,1.4,-0.5,1.5,2,-1.1,1.3,4,0,-0.4,-3.0
COc1ccc(C2CC(c3ccc(Cl)c(Cl)c3)Nc3nc(N)nn32)cc1 (centres undefined),2,0.6,-0.1,1.4,4,-0.9,2.6,-27,31*,-0.7,1.4
COc1ccc(N/C=C(\C#N)c2ccc(OCCCF)cc2)cc1,0,-0.6,-0.8,0.5,-5,-1.0,-0.5,2,-4,-1.4,0.7
Cc1ccc(S(=O)(=O)n2cnc3ccccc32)c(C)c1,-2,-1.9,0.1,1.1,9,-0.2,2.2,-2,0,-1.9,-0.9
CCOc1ccc2nc(NC(=O)/C=C/c3ccc4c(c3)OCO4)sc2c1,-1,-0.9,0.7,-0.5,5,-0.3,-0.4,-22,2,-1.1,0.4
CCS(=O)(=O)N1CCN(C(=O)c2ccccc2[N+](=O)[O-])CC1,0,-0.6,1.1,0.4,4,0.5,-0.1,0,-4,-0.1,-0.2
O=C1C2C3CC(C2C(=O)N1c1cccc(Cl)c1)[C@H](O)C3O (some centres undefined),-3,-0.8,-0.7,-1.0,0,0.4,1.0,-6,-11,-1.6,-1.1
NC(=O)CN(c1ccc(Oc2ccccc2)cc1)S(=O)(=O)c1ccccc1,-2,-2.3,-0.1,-0.4,-10,-2.5,-1.1,-2,2,-0.6,-1.0
COc1ccc(S(=O)(=O)N2CCN(C(=O)C3COc4ccccc4O3)CC2)cc1 (centres undefined),-2,-0.8,-3.1,0.3,0,-1.1,-0.8,-2,-24,-1.2,1.4
COc1ccc(C(=O)NCCCCCC(=O)N/N=C/c2ccco2)cc1OC,2,0.3,-2.3,-0.9,-1,0.8,1.9,2,5,-0.9,0.9
O=C(OCC1COC(c2ccccc2)(c2ccccc2)O1)c1ccccc1 (centres undefined),-2,1.7,-1.2,0.8,-6,0.1,-1.1,4,2,-0.8,1.6
CC(C)CCN(C(=O)Nc1ccccc1)C(C)c1cccs1 (centres undefined),-1,-0.9,-2.8,0.1,0,-0.6,2.1,1,4,-1.8,-0.8
NC(=O)C1CCN(c2ncc(C(F)(F)F)cc2Cl)CC1,-1,-1.5,-0.4,2.2,6,-0.2,-4.2,8,4,-1.5,1.8
CC(C)n1cc(CNC(=O)C2CCC(=O)N(Cc3ccccc3F)C2)cn1 (centres undefined),1,-1.9,-2.3,1.5,5,-0.4,-1.4,8,-4,-0.8,0.3
O=C(c1cccs1)N1CCc2c([nH]c3ccccc23)C1c1ccccn1 (centres undefined),-2,0.9,-1.9,-0.6,-12,-0.8,-0.3,-3,3,-0.9,2.2

# Looked up above:
# ssDAF-12 act with O=[N+]([O-])c1cccc2c(N3CCOCC3)ccnc12 : -1.5
# Rev-erbA mod with Cc1ccc(N2C(=O)NC(NC(=O)C3CC3)(C(F)(F)F)C2=O)cc1 (centres undefined) : 6
